Bioassay records: PubChem BioAssay, several laboratories
NCOA1 inh: human NCOA1 inhibition; inhibition, % at 3.6 µM; HEK293 GAL4-SRC1 luciferase reporter, luminescence; Q15788; 360,000 tested, 0.12% active;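 active means inhibition above the campaign mean plus 3 SD, with each screening campaign given its own cutoff, cut at about 60% in these data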;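 further: 0% = DMSO treated cells and 100% = gossypol at 36 µM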
ABHD5 PLIN5 PPI: inhibitors of human ABHD5-perilipin-5 interaction | Split G. princeps luciferase complementation, luminescence, 4 h | inhibition, % at 4 µM | 360,000 tested, 0.78% active | AID 602281;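 active means inhibition above the mean inhibition across every tested compound plus 3 SD, cut at about 22% in these data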;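 further: 0% = DMSO only wells and the 100% control is not disclosed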
NR2F2 inh: NR2F2 (human) inhibition, primary screen; AID 686940; inhibition, % at 8.6 µM; HEK293T NGFI-A luciferase reporter, luminescence; P24468; 370,000 tested, 0.7% active;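 active means inhibition above a per-plate cutoff, mean inhibition of test wells between control levels plus 3 SD, cut at about 38% in these data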;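 further: cells cotransfected with COUP-TFII expression vector driving the NGFI-A reporter; 0% = median of COUP-TF2 test wells and 100% = reporter-only cells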
TLR9-MyD88 block: blocks human TLR9 binding to MyD88 | AID 504734 | CHO BLA complementation TLR9-MyD88, CCF4 FRET ratio | Q9NR96+Q99836 | 340,000 tested, 0.21% active | inhibition, % at 4.98 µM;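 active means inhibition above the mean over all tested compounds plus 3 SD, cut at about 21% in these data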;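 further: 0% = DMSO only wells and 100% = clavulanate BLA inhibitor control wells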
Target sequence (Q99836 whole entry, looked up): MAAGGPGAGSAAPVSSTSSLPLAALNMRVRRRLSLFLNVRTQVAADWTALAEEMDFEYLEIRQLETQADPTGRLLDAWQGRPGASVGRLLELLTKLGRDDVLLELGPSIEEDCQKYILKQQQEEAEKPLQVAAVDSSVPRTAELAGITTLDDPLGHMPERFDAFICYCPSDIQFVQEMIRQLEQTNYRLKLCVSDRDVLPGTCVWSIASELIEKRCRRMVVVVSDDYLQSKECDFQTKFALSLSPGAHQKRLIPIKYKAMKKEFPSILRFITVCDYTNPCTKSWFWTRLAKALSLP
Target sequence (Q9NR96 whole entry, looked up): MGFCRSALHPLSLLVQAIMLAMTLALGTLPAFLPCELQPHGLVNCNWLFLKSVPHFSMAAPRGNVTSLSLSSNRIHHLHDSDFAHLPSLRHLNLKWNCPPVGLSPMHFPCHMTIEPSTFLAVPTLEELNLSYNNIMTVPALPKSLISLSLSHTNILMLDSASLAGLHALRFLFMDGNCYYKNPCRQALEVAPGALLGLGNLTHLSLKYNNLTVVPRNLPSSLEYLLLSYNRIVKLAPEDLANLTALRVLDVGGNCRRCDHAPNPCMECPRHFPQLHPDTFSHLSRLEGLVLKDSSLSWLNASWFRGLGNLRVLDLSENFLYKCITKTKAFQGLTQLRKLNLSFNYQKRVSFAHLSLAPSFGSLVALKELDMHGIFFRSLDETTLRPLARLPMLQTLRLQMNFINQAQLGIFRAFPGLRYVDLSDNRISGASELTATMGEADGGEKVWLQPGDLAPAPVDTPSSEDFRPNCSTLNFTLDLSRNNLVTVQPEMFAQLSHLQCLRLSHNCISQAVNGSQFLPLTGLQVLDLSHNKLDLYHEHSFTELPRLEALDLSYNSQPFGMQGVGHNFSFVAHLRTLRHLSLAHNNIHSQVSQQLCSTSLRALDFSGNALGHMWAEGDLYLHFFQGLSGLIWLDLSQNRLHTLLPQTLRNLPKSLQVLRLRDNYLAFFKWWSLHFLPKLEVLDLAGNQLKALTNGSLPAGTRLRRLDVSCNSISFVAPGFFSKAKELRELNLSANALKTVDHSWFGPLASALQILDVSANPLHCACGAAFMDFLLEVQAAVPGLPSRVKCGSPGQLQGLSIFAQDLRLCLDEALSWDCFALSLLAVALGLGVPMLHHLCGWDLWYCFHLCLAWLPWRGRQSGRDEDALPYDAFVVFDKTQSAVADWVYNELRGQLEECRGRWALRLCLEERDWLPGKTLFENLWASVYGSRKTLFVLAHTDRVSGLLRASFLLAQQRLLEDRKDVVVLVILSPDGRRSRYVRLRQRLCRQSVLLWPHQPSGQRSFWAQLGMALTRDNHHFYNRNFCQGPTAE
Exocytosis inh: blocks lytic granule exocytosis | TALL-104 LAMP-1 surface exposure, flow cytometry; cells stimulated with thapsigargin and PMA | inhibition, % at 10 µM | 360,000 tested, 0.66% active | AID 651702;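 active means inhibition above about 55%, limit read from the data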
TROY NFkB inh: blocks TROY-dependent signaling in reporter cells; Q293 LMP1-TROYcd NF-kB luciferase reporter, 4 h; inhibition, % at 10 µM; 360,000 tested, 0.98% active; AID 1347056;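 active means compounds whose plate-normalised and pattern-corrected inhibition of the luciferase reporter signal at the single screening dose is 50% or more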
NOD2-RIPK2 inh: blocks binding of human NOD2 to RIPK2; CHO BLA complementation NOD2-RIPK2, CCF4 ratio; 360,000 tested, 0.38% active; O43353; inhibition, % at 4.98 µM; in the data active means inhibition above about 21%;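 further: 0% = vehicle only and 100% = reference blocker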
SRC2 inh: human SRC2 (NCOA2) inhibition; Q15596; HEK293 GAL4-SRC2 luciferase reporter, luminescence; inhibition, % at 9 µM; 370,000 tested, 0.17% active; AID 651957;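 active means inhibition above the mean inhibition of all tested compounds plus 3 SD, set per campaign, cut at about 52% in these data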;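 further: 0% = DMSO treated cells and 100% = cells given Gossypol at 36 µM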
NR5A2 inv ag: suppresses constitutive activity of human LRH-1; 360,000 tested, 0.13% active; inhibition, % at 3.6 µM; HEK293T StAR-luciferase reporter, LRH-1 transfected, 24 h; O00482;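 active means inhibition above the mean inhibition of all tested compounds plus 3 SD, cut at about 73% in these data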;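 further: 0% = DMSO wells and 100% = reporter-only cells lacking LRH-1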
TWEAK-Fn14 inh: blocks TWEAK-Fn14 interaction in a reporter cell assay | 360,000 tested, 2% active | inhibition, % at 10 µM | TWEAK-stimulated Fn14 reporter cells, luciferase luminescence, 8 h; in the data active means inhibition above about 50%
NCOA3 inh: inhibits human SRC3 coactivator. HEK293 GAL4-SRC3 luciferase reporter, luminescence. 360,000 tested, 0.17% active. inhibition, % at 3.6 µM. AID 588352. Q9Y6Q9;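 active means inhibition above a per-campaign cutoff, the mean of all compounds plus 3 SD, cut at about 60% in these data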;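 further: 0% = DMSO-treated cells and 100% = gossypol-treated cells at 36 µM; higher means less SRC3-driven luciferase light from the GAL4 reporter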
Active calls of the source: *; / = no result given. The list is partial. The share of hits here may be higher or lower than overall.

No. | SMILES | NCOA1 inh | ABHD5 PLIN5 PPI | NR2F2 inh | TLR9-MyD88 block | Exocytosis inh | TROY NFkB inh
1 | CN(C1CCCC1)C1CCN(C(=O)CNC(=O)/C=C/c2ccccc2)CC1 | 2 | 1 | 0 | -1 | -11 | 5
2 | N#CCC(=O)Nc1ccc(C(=O)OCC(=O)NC(=O)NCc2ccco2)cc1 | -16 | 6 | 0 | 12 | -17 | 10
3 | CCn1c(C)nnc1SCC(=O)NC1CCCCCC1 | -5 | -2 | 0 | 0 | -3 | -24
4 | Cc1ccc2nsnc2c1NC(=O)c1cncc(Br)c1 | -7 | 1 | 3 | -7 | 0 | -5
5 | COc1ccc(-c2nc(N)ncc2-c2ccc(OC)c(OC)c2)c(O)c1 | -6 | 4 | -21 | 3 | 36 | 19
6 | O=C(CCn1c(=S)[nH]c2ccccc2c1=O)NCCCN1CCCC1=O | 17 | 5 | -7 | 0 | 2 | 3
7 | N#Cc1nc(COc2ccc(F)cc2)oc1N1CCN(Cc2ccccc2)CC1 | 8 | -4 | 13 | 0 | 14 | 2
8 | O=C(CC1NCCNC1=O)Nc1ccc2c(c1)OCO2 (stereo not given) | -3 | -2 | 13 | 2 | 0 | 18
9 | O=C(NC1CCCCC1)c1ccccc1NC(=O)C1CC(=O)N(c2ccc(Cl)cc2)C1 (stereo not given) | -2 | -2 | -13 | -1 | -6 | 7
10 | CC(C)n1nnnc1C1c2ccccc2C(=O)N1Cc1cccs1 (stereo not given) | / | 0 | 11 | / | -1 | -5
11 | COc1ccc(C(=O)Nc2ccncc2)c(OC)c1 | -1 | -3 | 2 | 2 | -6 | 7
12 | O=C(CSc1ccc2nnc(-c3ccccc3)n2n1)NCC1CCCO1 (stereo not given) | -3 | 2 | 6 | -5 | 0 | -6
13 | COc1ccccc1C/C(N)=N/OC(=O)c1cccs1 | -15 | -5 | 7 | -8 | -3 | -23
14 | CCCCN1C[C@H](CO)Oc2cccc(F)c2S1(=O)=O | -1 | 4 | -5 | 4 | -4 | -1
15 | C/C(=N\NC(=O)Cn1c(-c2ccccn2)nc2ccccc21)c1cccc(O)c1 | 5 | -2 | 4 | -5 | 7 | 2

No. | NOD2-RIPK2 inh | SRC2 inh | NR5A2 inv ag | TWEAK-Fn14 inh | NCOA3 inh
1 | 3 | -8 | -13 | 7 | 17
2 | -2 | -4 | 1 | -3 | -10
3 | -1 | -4 | 3 | -5 | 8
4 | -9 | -4 | 13 | -5 | 3
5 | -4 | -3 | 14 | 12 | 9
6 | -2 | 9 | -14 | 2 | -7
7 | 3 | 9 | 2 | -7 | 27
8 | 3 | -5 | 4 | 13 | 16
9 | 1 | 11 | -11 | 11 | 3
10 | -2 | -8 | 13 | 7 | /
11 | 3 | 11 | -6 | -10 | -8
12 | -4 | -8 | 10 | -17 | 14
13 | 2 | -38 | -22 | -30 | 7
14 | -11 | -7 | 9 | -3 | -3
15 | -1 | 11 | -5 | -2 | -2

Reprinted from the part before: five compounds, followed by the next part.
No. | SMILES | NCOA1 inh | ABHD5 PLIN5 PPI | NR2F2 inh | TLR9-MyD88 block | Exocytosis inh | TROY NFkB inh
11 | COc1ccc(C(=O)Nc2ccncc2)c(OC)c1 | -1 | -3 | 2 | 2 | -6 | 7
12 | O=C(CSc1ccc2nnc(-c3ccccc3)n2n1)NCC1CCCO1 (stereo not given) | -3 | 2 | 6 | -5 | 0 | -6
13 | COc1ccccc1C/C(N)=N/OC(=O)c1cccs1 | -15 | -5 | 7 | -8 | -3 | -23
14 | CCCCN1C[C@H](CO)Oc2cccc(F)c2S1(=O)=O | -1 | 4 | -5 | 4 | -4 | -1
15 | C/C(=N\NC(=O)Cn1c(-c2ccccn2)nc2ccccc21)c1cccc(O)c1 | 5 | -2 | 4 | -5 | 7 | 2
16 | CCSc1nnc(NC(=O)CCN2C(=O)C3CCCCC3C2=O)s1 (stereo not given) | -21 | 5 | -25 | -4 | -4 | -23
17 | COc1cccc(NC(=O)[C@@H]2CCCN2C(=O)C2CCN(S(=O)(=O)c3ccc(C)cc3)CC2)c1 | -6 | 1 | -7 | -5 | 9 | 8
18 | O=C(CN1C(=O)c2ccccc2C1=O)Nc1sc2c(c1C(=O)NCc1ccco1)CCCC2 | -6 | -2 | 16 | -5 | 2 | -7
19 | CC(C)(C)c1nc(C(C)(C)C)c(Br)c(=O)[nH]1 | -8 | 4 | 6 | 6 | 2 | 8
20 | CCCCC1CCC(C(=O)Nc2ccc(N3CCOCC3)cc2N2CCOCC2)CC1 (stereo not given) | -6 | 3 | -30 | 1 | 1 | -25
21 | CC1CN/C(=C\C(=O)c2ccc(Cl)cc2)C(=O)N1 (stereo not given) | -81 | 3 | -41 | 5 | -2 | -13
22 | Cc1ccc(S(=O)(=O)N2CCOCC2)cc1C(=O)OC(C)C(=O)c1ccccc1 (stereo not given) | -4 | 13 | 12 | 11 | 5 | 4
23 | COc1ccc(CN2C(=O)c3ccccc3C2c2nnnn2-c2c(C)cccc2C)cc1OC (stereo not given) | / | 5 | -8 | / | -7 | -3
24 | C[C@@]12CCC[C@@](C)(C(=O)O)C1CC[C@@]13C[C@@H](NCc4ccccc4)[C@@](C)(CCC12)C3 (stereo not given in full) | 1 | -8 | -2 | 0 | 0 | -12
25 | CC(CNC(=O)c1ccc(NC2=NC3CS(=O)(=O)CC3S2)cc1)c1ccccc1 (stereo not given) | 6 | -2 | -15 | -1 | 13 | 4
26 | CCCCCCN1C[C@H](n2cc(-c3ccc(F)cc3)nn2)[C@@H](O)C[C@@H]1c1ccccc1 | -4 | -2 | 18 | -10 | 1 | -1
27 | O=C(O)C1C2C=CC(C2)C1C(=O)Nc1cccc(C(=O)N2CCCCC2)c1 (stereo not given) | 15 | -4 | 6 | 5 | 0 | -20
28 | Cc1ccccc1C(=O)NCC(c1ccco1)N1CCc2ccccc21 (stereo not given) | 1 | 14 | -6 | -3 | -3 | -40
29 | CCc1nccn1-c1cc(C(C)(C)C)nc2c(-c3ccc(Cl)cc3)cnn12 | -4 | -1 | 2 | -3 | -10 | 5
30 | C/C(=N\NC(=O)c1cc(-c2cccc([N+](=O)[O-])c2)n[nH]1)c1ccc(F)cc1 | 4 | -1 | 11 | / | -3 | -7

No. | NOD2-RIPK2 inh | SRC2 inh | NR5A2 inv ag | TWEAK-Fn14 inh | NCOA3 inh
11 | 3 | 11 | -6 | -10 | -8
12 | -4 | -8 | 10 | -17 | 14
13 | 2 | -38 | -22 | -30 | 7
14 | -11 | -7 | 9 | -3 | -3
15 | -1 | 11 | -5 | -2 | -2
16 | -1 | -33 | -20 | 5 | -15
17 | 1 | 6 | -8 | 28 | 12
18 | -7 | -2 | -12 | -4 | -13
19 | -5 | 16 | 18 | 26 | 8
20 | 10 | -20 | -12 | -2 | -20
21 | -5 | -21 | -145 | 73* | -82
22 | 3 | 9 | -11 | 5 | 5
23 | -3 | -30 | -26 | -20 | /
24 | -8 | -18 | 11 | 10 | 1
25 | -2 | 7 | -4 | -12 | -2
26 | 5 | -2 | -8 | -1 | 4
27 | -6 | 15 | 20 | 1 | 20
28 | 7 | -21 | 1 | -9 | -11
29 | -6 | -23 | -18 | -11 | 2
30 | -17 | 15 | -22 | -27 | 8

The listing continues:
No. | SMILES | NCOA1 inh | ABHD5 PLIN5 PPI | NR2F2 inh | TLR9-MyD88 block | Exocytosis inh | TROY NFkB inh
31 | CC(C)C(C)NC(=O)CN1C(=O)NC2(CCc3ccccc32)C1=O (stereo not given) | -4 | -1 | -3 | -5 | -13 | -10
32 | Cc1ccc(S(=O)(=O)C2(S(=O)(=O)c3ccc(C)cc3)CC2)cc1 | 11 | 0 | 23 | -1 | 3 | 12
33 | CCn1c(SCC(=O)C(C)(C)C)nnc1-c1cccnc1 | 1 | -2 | 4 | -1 | 1 | 2
34 | Cc1nnc(SCC(=O)Nc2ccccc2)n(N)c1=O | -14 | 3 | -3 | -2 | 0 | -33
35 | CCC(=O)n1nc(NCc2ccccc2OC)nc1NCc1ccccc1OC | -15 | 2 | -8 | 0 | 2 | -28
36 | O=c1[nH]cnc2c1nc(NCc1ccccc1)n2C1O[C@@H](CO)[C@H](O)[C@@H]1O (stereo not given in full) | 7 | 5 | 5 | -7 | -11 | 2
37 | O=C(COC(=O)c1cc(S(=O)(=O)N2CCOCC2)ccc1F)Nc1ccccc1C(F)(F)F | 2 | -9 | 2 | -9 | -3 | 16
38 | Nc1nc(-c2ccccc2)c(-c2ccccc2)n1N | -5 | 6 | 21 | 5 | -11 | -21
39 | Cn1nc(C(F)(F)F)c(-c2ccc(Br)cc2)c1NC(=O)c1ccco1 | 13 | 2 | 20 | -13 | -6 | -8
40 | CCn1c(SCC(=O)NCc2ccccc2)nc2ccccc2c1=O | 12 | 1 | -3 | -2 | 0 | -20
41 | CC1Cc2nc(SCC(=O)Nc3ccc4c(c3)OCO4)n(Cc3ccccc3)c(=O)c2S1 (stereo not given) | -65 | 9 | -35 | 2 | 3 | -63
42 | COC(=O)[C@H](C)NC(=O)Nc1cccc(C(F)(F)F)c1 | 0 | -1 | -4 | 6 | 1 | 7
43 | COC(=O)C1=C(C)NC(C)=C(C(=O)OC)C1C(=O)OCc1nnc(-c2ccccc2)o1 | -4 | 4 | -4 | 0 | 0 | -9
44 | CC(C)=CCN1CCN(Cc2nc(-c3ccccc3)cs2)CC1CCO (stereo not given) | -4 | 1 | 12 | 3 | 1 | -10
45 | CCOC(=O)N1CCN(C(=O)C2CCCN(S(=O)(=O)c3ccc(C)cc3)C2)CC1 (stereo not given) | -3 | 0 | / | -6 | -5 | 15

No. | NOD2-RIPK2 inh | SRC2 inh | NR5A2 inv ag | TWEAK-Fn14 inh | NCOA3 inh
31 | -6 | 8 | -6 | -2 | 7
32 | -6 | 9 | 18 | -4 | 24
33 | -17 | 15 | 10 | -2 | -3
34 | 4 | 11 | 8 | 3 | 10
35 | -5 | -12 | -12 | 18 | -28
36 | -5 | -14 | -8 | -13 | -6
37 | -9 | 26 | -6 | 0 | 1
38 | -1 | -13 | 7 | 10 | -2
39 | 5 | 9 | 3 | 2 | 34
40 | -2 | 1 | -4 | 9 | 2
41 | -2 | -29 | -79 | -11 | -46
42 | -5 | 3 | 28 | 2 | 8
43 | -4 | -10 | 8 | -18 | 24
44 | 2 | 8 | -1 | 3 | 7
45 | -2 | / | 1 | -4 | 14

TWEAK-Fn14 inh: what is marked active above.
No. | SMILES | NCOA1 inh | ABHD5 PLIN5 PPI | NR2F2 inh | TLR9-MyD88 block | Exocytosis inh | NOD2-RIPK2 inh | SRC2 inh | NR5A2 inv ag | TWEAK-Fn14 inh | NCOA3 inh
21 | CC1CN/C(=C\C(=O)c2ccc(Cl)cc2)C(=O)N1 (stereo not given) | -81 | 3 | -41 | 5 | -2 | -5 | -21 | -145 | 73* | -82
